Source: PubChem (National Center for Advancing Translational Sciences (NCATS))
GPT2 inhibitor = inhibitors of human GPT2 alanine aminotransferase. Q8TD30. Recombinant GPT2, coupled pyruvate oxidase/HRP Amplex Red fluorescence. Potency, µM (highest dose often 57.7 µM), inactives show at the highest dose activity change, negative = inhibition, most hits filed as inhibitors. 100,000 tested, 0.25% active. AID 1671188; also: potency is read from the fitted curve at half-maximal effect; nearly all actives have a fitted effect of over 60% in size; many of its hits are not listed in these tables
Target sequence (Q8TD30 whole entry, looked up): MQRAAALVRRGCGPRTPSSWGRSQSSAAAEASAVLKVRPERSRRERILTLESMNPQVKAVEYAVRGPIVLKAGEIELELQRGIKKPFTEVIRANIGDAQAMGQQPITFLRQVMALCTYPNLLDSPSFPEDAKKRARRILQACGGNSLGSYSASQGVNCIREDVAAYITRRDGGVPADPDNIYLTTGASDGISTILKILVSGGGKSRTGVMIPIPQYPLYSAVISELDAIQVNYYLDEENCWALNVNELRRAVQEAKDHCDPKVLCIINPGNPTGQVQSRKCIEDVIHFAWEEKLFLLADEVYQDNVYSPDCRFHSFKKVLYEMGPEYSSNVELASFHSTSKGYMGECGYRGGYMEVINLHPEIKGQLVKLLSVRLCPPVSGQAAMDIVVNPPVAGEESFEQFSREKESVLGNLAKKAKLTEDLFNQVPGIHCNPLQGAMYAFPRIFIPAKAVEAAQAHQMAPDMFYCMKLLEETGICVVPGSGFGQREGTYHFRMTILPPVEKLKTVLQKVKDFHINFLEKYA
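GPT2 10ng/uL, a-KG 250uM, L-Ala 2mM, HEPES pH7.5 + 0.0001% Tween; 30 min RT. Then Amplex mix (PO/HRP/ThPP), 30 min RT dark, fluorescence. AOA 50uM used as positive control.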
IP6K1 inhibitor = inhibitors of human IP6K1; activity change, % (series mostly up to about 58 µM); Q92551; 140,000 tested, 0.81% active; AID 1645851; IP6K1 kinase, ADP-Glo luminescence, 2 h; hits give low values; in the data active = activity change below about -25%
Target sequence (Q92551 whole entry, looked up): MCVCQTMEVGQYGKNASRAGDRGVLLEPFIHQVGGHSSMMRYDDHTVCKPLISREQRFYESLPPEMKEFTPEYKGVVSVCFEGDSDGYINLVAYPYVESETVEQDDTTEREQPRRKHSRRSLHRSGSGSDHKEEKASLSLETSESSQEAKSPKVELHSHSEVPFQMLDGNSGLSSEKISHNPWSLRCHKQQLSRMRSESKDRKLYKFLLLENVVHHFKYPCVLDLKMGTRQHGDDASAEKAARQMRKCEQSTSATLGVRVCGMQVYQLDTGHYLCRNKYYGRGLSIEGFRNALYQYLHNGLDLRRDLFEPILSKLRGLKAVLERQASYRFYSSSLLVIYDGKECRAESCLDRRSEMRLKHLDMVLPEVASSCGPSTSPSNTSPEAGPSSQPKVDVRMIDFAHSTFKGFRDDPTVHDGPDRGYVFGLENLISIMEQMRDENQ
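ADP-Glo luminescence measures ADP made by human IP6K1 during a 2 h RT reaction with ATP/IP6 (mix at 1.3 mM/130 uM); top library doses 57.5 and 19.1 uM final.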
SNCA viab count = cell viability loss counter-screen | HEK-293-SNCA-luc viability, GF-AFC fluorescence, 24 h | 150,000 tested, 0.12% active | Potency, µM (highest dose often 57.1 µM), for the others: at the highest dose activity change, negative = cytotoxicity, usual class: cytotoxic;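 also: potency is read from the fitted curve at half-maximal effect; 0% = DMSO-treated cells and -100% = medium-only wells without cells; nearly all actives have a fitted effect of over 30% in size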
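Cytotoxicity counterscreen: after 24 h compound treatment of genome-edited SNCA-luciferase HEK-293 cells, live-cell protease substrate GF-AFC read by fluorescence after 30 min; activity scaled between DMSO (0%) and medium-only (-100%), curves Hill-fitted.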
Luciferase inh = Photinus pyralis luciferase inhibition | P08659 | purified P. pyralis luciferase, luminescence, biochemical | Potency, µM (doses to about 115 µM), inactives show at the top dose activity change, negative = inhibition, actives largely listed as inhibitors | 76,000 tested, 2.5% active; also: potency is read from the fitted curve at half-maximal effect; nearly all actives have a fitted effect of over 65% in size
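Cell-free enzyme assay, 10nM P. pyralis luciferase, luciferin and ATP each at 10uM. Inhibition profiled over a 6-point titration, read as luminescence.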
3T3 cytotox = cytotoxic compounds in NIH 3T3 cells | Potency, µM (top dose mostly 96.7 µM), for the others: at the top dose activity change, negative = cytotoxicity, usual class: inhibitors | 94,000 tested, 4.3% active | NIH 3T3 viability, CellTiter-Glo ATP luminescence, 48-72 h; also: potency is read from the fitted curve at half-maximal effect; nearly all actives have a fitted effect of over 55% in size
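First NIH 3T3 cells are plated at 400 cells/well; next compound is pinned in; then plates incubate 48 or 72 hr at 37 °C; finally CellTiter-Glo is added and luminescence read after 10 min.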
HEK cytotox = cytotoxic compounds in HEK 293 cells; HEK 293 viability, ATP luminescence (CellTiter-Glo), 48-72 h; AID 1345083; 94,000 tested, 6.6% active; Potency, µM (highest dose often 115 µM), inactives show top-dose activity change, negative = cytotoxicity, actives largely listed as inhibitors; also: potency is read from the fitted curve at half-maximal effect; nearly all actives have a fitted effect of over 60% in size
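250 HEK 293 cells/well; compound by pintool; incubated 48 or 72 hr at 37 degree Celsius; CellTiter-Glo added, 10 min RT, luminescence imaged.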
SNCA expr inh = SNCA gene expression inhibition; HEK-293 SNCA-luciferase knock-in, luminescence, 24 h; Potency, µM (highest dose often 57.2 µM), for inactives: at the highest dose activity change, negative = inhibition, hits mostly inhibitors; 140,000 tested, 0.17% active; AID 1671194;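 also: potency is read from the fitted curve at half-maximal effect; plate controls were DMSO cells for no effect and cell-free wells for full effect; nearly all actives have a fitted effect of over 45% in size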
The depositor's hits bear a star; i = inactive; ? = inconclusive; / = not tested or not shown; & = joins results of further samples; [ ] = remark or other dose. Unless noted, calls follow the shape of the dose curve; as a rule, active = well fitted curve in the direction sought with a large enough effect; inconclusive = small, poorly fitted or top-dose-only effect, or another doubt; inactive = no such curve, though single readings can be large; an effect the other way counts as inactive or inconclusive. Unless noted, % is scaled to controls: 0 for no effect and ±100 for the full control effect.

Below each compound – HEK cytotox | SNCA expr inh | Luciferase inh | 3T3 cytotox | SNCA viab count | GPT2 inhibitor | IP6K1 inhibitor
Cc1ccc(Nc2ccnc(N3CCN(C(=O)C(C)(C)C)CC3)n2)cc1
→ ? | 17% | / | ? | 8% | i | -8
CCN(CC)C(=O)[C@@H]1CCCN1[C@@H](C(=O)NC)C1CC1
→ i | -8%[87.6 µM] | -3%[230 µM] | i | 1%[87.6 µM] | 2%[88.5 µM] | -6
COC1=CC(=O)C[C@@H](C)[C@]12Oc1c(Cl)c(OC)cc(OC)c1C2=O
→ / | 8%[25.6 µM] | / | / | -10%[23.9 µM] | -15% | -5
Cc1ccc(-c2ccccc2CN2CCC(C(=O)NC3CCCC3)CC2)cc1Cl
→ -15% | / | / | -15% | / | / | 1
COc1cccc(-c2nc3cc4c(cc3cc2CN2CCOCC2)OCO4)c1OC
→ ? | 0% | -1% | -12% | -21% | 0% | 7
COc1ccc(-c2ccc(C(=O)N3CCC(NC(=O)c4cccc(Cl)c4)CC3)cc2)nn1
→ ? | / | / | ? | / | / | 7
CN1CCc2nc(N3CCOCC3)[nH]c(=O)c2CC1
→ 2% | -3% | 6% | i | 4% | -4% | 8
Cc1ccc(-c2cc3c(ccn3CC3CCN([S+](C)(=O)[O-])CC3)c(N3CCOCC3)n2)cn1
→ -28% | 12% | 14% | ? | -1% | i | 2
COc1cccc(CC(=O)N2CCC(CC(=O)NCc3ccccc3)C2)c1 (configuration not stated)
→ ? | ? | 3% | ? | 12%[12.5 µM] | i | -8
Cc1cccc(-n2nc(C)c(CCC(=O)N(C)C(C)C)c2Oc2ccccc2)c1
→ 40µM* | -9% | -1% | 16µM* | -26% | -10% | -13
CC(=O)Oc1cccc(C)c1
→ / | -42%[25.6 µM] | / | / | 1%[23.9 µM] | -4% | 12
CCOc1ccccc1-n1ccnc(NCc2ccc(F)cc2)c1=O
→ / | -10% | / | / | -11% | / | 12
COCC(=O)N[C@@H]1CN(Cc2ccc(O)cc2)CC[C@@H]1CO
→ 5% | 19% | 9% | 3% | 3%[12.5 µM] | i | -5
Cc1noc([C@H]2CCN(Cc3cc(F)cc(F)c3)C[C@H]2NC(=O)C2CC2)n1
→ 28µM* | ? | 4% | ? | -23% | -21% | 40
Cc1ccccc1C(=O)N1CCN(c2nc3ncccc3o2)CC1
→ -26%[172 µM] | 1%[87.6 µM] | -3%[172 µM] | -27%[138 µM] | 0%[87.6 µM] | 3%[88.5 µM] | -3
CCOC(=O)c1ccc(-n2c(C)nc3c(cnn3-c3ccc(Cl)cc3)c2=O)cc1
→ / | -16% | / | / | 20% | / | 14
COc1ccc(-c2cc3c(ccn3C)c(C(=O)NCCC(N)=O)n2)cc1OC
→ -11%[172 µM] | ? | ? | ? | 3%[87.6 µM] | -8%[88.5 µM] | -4
Cc1cc(N2CCC3(CC2)CC(c2ccccc2)C(=O)N(C2CC2)C3)nc(N)n1 (configuration not stated)
→ ? | -7% | 3% | -22% | -28% | -12% | 24
CCc1ccc(NC(=O)C2CCN(c3nn4c(=O)cc(C)nc4s3)CC2)cc1
→ / | -5% | / | / | -1% | / | 2
COC(=O)CN1C(=O)[C@@H]2C[C@@H](O)CN2C2(CN(Cc3ccc(OC)c4ccccc34)C2)C1=O
→ 3% | -29% | 3% | 0% | 2% | 4% | 4
O=C(NCc1ccccn1)c1ccc2nnc(C3CC3)n2c1
→ 4%[172 µM] | -22%[87.6 µM] | / | -13%[138 µM] | 3%[87.6 µM] | i | 9
COc1ccc(Cl)cc1NC(=O)C(C)Sc1nc2c(c(=O)[nH]1)CCCC2 (configuration not stated)
→ / | 17% | / | / | -6% | / | -8
CC(=O)N1CC2(CCCCN2Cc2cccc(C(N)=O)c2)Cc2ccccc21 (configuration not stated)
→ -31% | -15% | / | -22% | ? | i | -8
COc1ccc(-n2c(=O)c3c4c(sc3n(Cc3ccc(C(C)(C)C)cc3)c2=O)CCC4)c(OC)c1
→ / | 25% | / | / | -11% | / | 10
CCC(c1nc(-c2ccc(C)nn2)no1)n1cccn1 (configuration not stated)
→ 0% | 3% | -7% | -11% | 15% | 1% | -2
COc1ccc(CN2C(=O)CO[C@H]3CN(c4nccc(C)n4)C[C@H]32)cc1
→ -6%[172 µM] | -17%[87.6 µM] | 15%[172 µM] | -18%[174 µM] | 1%[87.6 µM] | -1%[88.5 µM] | 0
COCCC(=O)NCC1Cn2cccc2C(=O)N1Cc1ccccc1 (configuration not stated)
→ -20% | 2% | -6% | -3% | 6% | ? | -3
Cn1cc(-c2cnn3c(N)c(Br)c([C@H]4CCCNC4)nc23)cn1
→ / | ? | / | / | -15% | -4% | /
CC(=O)O[C@@H]1[C@@H](OC(=O)/C=C/c2ccccc2)[C@@H](OC(C)=O)[C@H](O[C@H]2[C@@H]3C=CO[C@@H](O[C@@H]4O[C@H](CO)[C@@H](O)[C@H](O)[C@H]4O)[C@@H]3[C@@]3(CO)O[C@@H]23)O[C@H]1C
→ / | / | / | / | -9%[23.9 µM] | i | 29
CCOC(=O)c1c(C)c(C(=O)NCCc2ccc(OC)cc2)c(C)n1C
→ / | 10% | / | / | 3% | / | 12
Cc1ccccc1OCC(=O)Nc1ccc(S(=O)(=O)Nc2ncccn2)cc1
→ / | 37% | / | / | 18% | / | 6
O=C(Nc1cccc(F)c1)N1CCc2c(c3ccccc3n2CC2CC2)C1
→ 45µM* | 8% | -19% | 25µM* | ? | ? | -6
Cc1ccc2nc(-c3ccncc3)c(Nc3ccc(C(C)C)cc3)n2c1
→ / | 6% | / | / | 3% | / | 19
COc1ccc(-c2noc(CSc3nnc(C)n3-c3cccc(C)c3)n2)cc1
→ / | 45%[activator] | / | / | -19% | / | 9
CC(C)c1ccccc1NC(=O)CN1C(=O)c2cccc3cccc1c23
→ / | -1% | / | / | ? | / | -11
CCc1ccc(CN2CCc3nc(Nc4ccccc4)ncc3C2)cc1
→ / | 26% | / | / | -9% | / | -1
Fc1ccc(-c2noc([C@@H]3Cc4nc[nH]c4CN3Cc3ccccc3)n2)cc1Cl
→ 71µM* | 47%[activator][87.6 µM] | -10%[172 µM] | 71µM* | -7%[87.6 µM] | i | 0
CC(C)CN(Cc1cccnc1)C1CN(C(=O)NCc2ccc(F)cc2)C1
→ 0% | 14% | 1% | -6% | -6% | 2% | -11
O[C@@H]1C[C@@H](c2nc(-c3ccncc3)no2)N(C2CCCCC2)C1
→ -6%[172 µM] | 12%[87.6 µM] | -14%[172 µM] | -4%[138 µM] | 5%[87.6 µM] | i | -4
O=C(NCc1cccs1)c1ccc2nnc(C3CCOCC3)n2c1
→ -5% | / | / | -1% | / | / | -8
CC1(C(=O)O)CCN(C(=O)C2CCCCC2)CC1
→ i | -15%[87.6 µM] | / | -27%[174 µM] | 2%[87.6 µM] | -1%[88.5 µM] | -9
CC1=C2C[C@@]3(C)C(CCC[C@@H]3C)C(O)C2(O)OC1=O (some centres not stated)
→ / | / | / | / | 0% | i | 0
COc1ccc(NC(=O)c2ccc3c(c2)n(C)c(=O)c2ccnn23)cc1OC
→ ? | 36%[activator] | -14% | ? | -8% | 0% | 34
O=C(NCC(c1cccs1)S(=O)(=O)c1cccs1)c1c(F)cccc1F (configuration not stated)
→ / | 3% | / | / | -13% | / | -1
Cc1cc(C(=O)Nc2ccc([C@H]3OCC(=O)N(CC(=O)N(C)C)[C@@H]3CO)cc2)n(C)n1
→ -1%[172 µM] | -6%[87.6 µM] | 3%[172 µM] | i | 0%[87.6 µM] | 4%[88.5 µM] | -4
COc1cccc(C(=O)N2C[C@@H](CO)[C@H](c3nc(C)no3)C2)c1OC
→ i | 27% | -9% | 4% | 0% | -14% | -5
CCC(NC(=O)C1CCCN(c2cnc3nccnc3c2)C1)c1ccc(OC)cc1 (configuration not stated)
→ -8% | 61%[activator] | 6% | i | 4% | i | -9
Cc1nc2c(OCC(=O)OC(C)(C)C)cccn2c(=O)c1-c1cc(C)n(-c2ccc(Cl)cc2)n1
→ ? | -2% | 3% | ? | -3% | i | -8
Cc1cn([C@H]2C[C@H](N=[N+]=[N-])[C@@H](CO)O2)c(=O)[nH]c1=O
→ / | -1% | / | / | -2% | -57%&4% | -8
CN(Cc1cccnc1)c1nc2c(c(=O)[nH]1)CCN(CC1CCCCC1)CC2
→ 0% | 3% | -1% | -9% | 18% | i | 5
CCOc1ccc(-c2cc3c(=O)n(CCNC(=O)c4ccc[nH]4)ccn3n2)cc1
→ -1% | 93%[activator] | ? | i | 4% | i | -1
CNC(=O)c1cc(C2CC2)nc2c1c(C1CCCN1C(=O)c1ccc(F)cc1)nn2C (configuration not stated)
→ -10% | / | / | -26% | / | / | -4
COc1ccc(C(=O)N2CCC(n3nccc3NC(=O)CC(C)C)CC2)cc1OC
→ 12% | -1% | -11% | -3% | 2% | 1% | 28
CCO[C@H]1CN(Cc2cnc(-c3cccs3)nc2)C[C@@H]1O
→ 1% | 62%[activator] | -10% | i | 14% | 2% | -2
CC1CCN(c2ccc(CNC(=O)C3(C)CCCCC(=O)N3)cc2)CC1 (configuration not stated)
→ ? | 3% | / | -24% | -3% | i | 0
COCCn1c(=O)c2c(n1Cc1ccccc1)CN(Cc1cccnc1OC)CC2
→ -15%[172 µM] | 53%[activator][87.6 µM] | -8%[172 µM] | ? | -7%[87.6 µM] | -13%[88.5 µM] | 2
Cc1nn(C)cc1CN1CC2(CCN(C(=O)C3CC3)CC2)CC1C(=O)O (configuration not stated)
→ -1% | -11% | -13% | i | -7% | i | 11
O=C(c1coc(COc2ccc(F)cc2Cl)n1)N1CCCCO1
→ ? | 90%[activator] | 35µM* | -1% | -6% | i | -4

Single records, from the list above. Order of screens: HEK cytotox | SNCA expr inh | Luciferase inh | 3T3 cytotox | SNCA viab count | GPT2 inhibitor | IP6K1 inhibitor
CC(C)CN(Cc1cccnc1)C1CN(C(=O)NCc2ccc(F)cc2)C1 as listed: 0% | 14% | 1% | -6% | -6% | 2% | -11
CCC(c1nc(-c2ccc(C)nn2)no1)n1cccn1 (configuration not stated) as listed: 0% | 3% | -7% | -11% | 15% | 1% | -2
CC1CCN(c2ccc(CNC(=O)C3(C)CCCCC(=O)N3)cc2)CC1 (configuration not stated) as listed: ? | 3% | / | -24% | -3% | i | 0
COc1ccc(CN2C(=O)CO[C@H]3CN(c4nccc(C)n4)C[C@H]32)cc1 as listed: -6%[172 µM] | -17%[87.6 µM] | 15%[172 µM] | -18%[174 µM] | 1%[87.6 µM] | -1%[88.5 µM] | 0
